Assay outcomes from PubChem.
MC4R antagonist – antagonists of human melanocortin 4 receptor (MC4R); P32245; MC4R-expressing cells, MTII-stimulated cAMP, LANCE TR-FRET; inhibition, % at 6.5 µM; 0.48% of 360,000 active;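 active = inhibition above its plate's cutoff, the mean of tested wells on that plate plus 3 SD, cut at about 29% in these data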;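 also: 0% = Melanotan II alone and 100% = Melanotan II plus saturating MCL0020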
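Test system: U2OS cells stably expressing human melanocortin 4 receptor (MC4R); also added: Melanotan II challenge; compound: 6.5 µM single dose; timing: 30-min compound preincubation, 1-h Melanotan II challenge, 1-h detection, room temperature; signal: Eu-cAMP/anti-cAMP TR-FRET, emission 671 nm; repeats: one well per compound, no replicates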
PDI turbidity – PDI (human) enzyme inhibition; inhibition, % at 10 µM; P07237; 0.052% of 350,000 active; PDI insulin aggregation turbidity, A650, 90 min; AID 588391;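 active = mean inhibition across replicates of 30% or more, whatever share of single replicates reach that level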;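 also: absorbance from insulin aggregation driven by PDI reduction with DTT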
Target sequence (P07237 whole entry, looked up): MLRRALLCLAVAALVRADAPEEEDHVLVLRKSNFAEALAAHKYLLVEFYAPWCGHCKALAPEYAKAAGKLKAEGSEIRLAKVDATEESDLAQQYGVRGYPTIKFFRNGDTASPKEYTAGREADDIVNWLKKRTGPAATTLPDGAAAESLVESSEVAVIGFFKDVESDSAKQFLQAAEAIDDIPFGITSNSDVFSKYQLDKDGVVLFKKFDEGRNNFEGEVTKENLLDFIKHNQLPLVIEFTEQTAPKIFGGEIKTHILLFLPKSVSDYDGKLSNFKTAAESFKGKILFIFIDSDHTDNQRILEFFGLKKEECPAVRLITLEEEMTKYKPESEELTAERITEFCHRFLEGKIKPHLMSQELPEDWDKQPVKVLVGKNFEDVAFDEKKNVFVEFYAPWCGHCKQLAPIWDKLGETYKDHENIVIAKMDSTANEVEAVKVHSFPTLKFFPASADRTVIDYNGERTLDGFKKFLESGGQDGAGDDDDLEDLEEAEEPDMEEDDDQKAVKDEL
N-glyco inh – N-linked glycosylation inhibition; D54 ERlucT glycosylation luciferase reporter, 24 h; percent of 100 nM tunicamycin response; AID 588692; 0.23% of 360,000 active; reporter increase, % at 12.5 µM;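 active = mean luciferase reporter signal, scaled so untreated is 0 and the glycosylation-blocking control 100, at or above a set limit in every replicate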;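 also: luciferase carries N-glycosylation sites so blocking glycosylation raises the light; 0% = median of neutral control wells and 100% = median of 100 nM tunicamycin wells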
HTR2A ag – activates the mouse 5-HT2A serotonin receptor | activation, % at 7.6 µM | P35363 | AID 624169 | CHO-K1 mHTR2A beta-arrestin complementation, luminescence; percent of 30 µM serotonin response | 0.66% of 360,000 active;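 active = activation above a run cutoff, the mean activation of all tested compounds plus 3 SD, cut at about 14% in these data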;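 also: 0% = plate median of compound wells and 100% = 30 µM serotonin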
Target sequence (P35363 whole entry, looked up): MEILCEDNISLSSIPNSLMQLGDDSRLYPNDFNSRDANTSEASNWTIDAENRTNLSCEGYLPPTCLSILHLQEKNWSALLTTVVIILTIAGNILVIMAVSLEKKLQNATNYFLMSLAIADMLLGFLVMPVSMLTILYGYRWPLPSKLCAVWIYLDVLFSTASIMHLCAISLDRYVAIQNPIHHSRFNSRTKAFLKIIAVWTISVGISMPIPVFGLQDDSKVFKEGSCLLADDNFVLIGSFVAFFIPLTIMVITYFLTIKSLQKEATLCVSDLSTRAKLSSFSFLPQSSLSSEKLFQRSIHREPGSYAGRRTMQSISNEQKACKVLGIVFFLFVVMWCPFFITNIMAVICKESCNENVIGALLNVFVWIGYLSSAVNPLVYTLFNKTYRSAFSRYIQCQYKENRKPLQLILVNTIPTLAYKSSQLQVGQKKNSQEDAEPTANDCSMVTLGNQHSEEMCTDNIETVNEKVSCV
MC4R barr agon – agonists of human melanocortin 4 receptor (MC4R) beta-arrestin | 0.98% of 360,000 active | activation, % at 8.9 µM | U2OS MC4R beta-arrestin complementation, luminescence; percent of melanotan II response, DMSO zero;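 active = activation above a per-plate cutoff, the mean activation of sample wells on that plate plus 3 SD, cut at about 8% in these data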
H9c2 protect – protects H9c2 cardiomyocytes from peroxide injury; H2O2 injury protection, ATPLite, 2 h; protection from H2O2 cell death, % at 20 µM; 0.63% of 360,000 active;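 active = compounds giving at least 50% protection of heart cells from peroxide-induced death in the single-dose screen, raw or plate-pattern-corrected value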;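 also: 0% = DMSO wells with peroxide and 100% = DMSO wells without peroxide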
CaV13 FRET inh – Primary screen for inhibitors of IQ motif and Ca2+-dependent inactivation inhibitor domain binding in CACNA1D, Förster resonance energy transfer in living cells, …; HEK cells, CFP/YFP FRET ICDI-IQ, plate reader, 10 min; percent FRET-ratio fall versus neutral wells; inhibition, % at 12.3 µM; 0.098% of 340,000 active;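 active = mean replicate inhibition of at least 30% and at least 1% of replicates passing that level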;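 also: 0% = median of the neutral control wells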
ABCB6 inh 2 – inhibitors of human ABC transporter ABCB6 | 0.19% of 360,000 active | fluorescence ratio to DMSO, % at 10 µM | K562-ABCB6 porphyrin accumulation, flow cytometry, 1 h; stronger effect = lower value | Q9NP58;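 active = fluorescence ratio to DMSO below 75%, the collection mean minus 3 SD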;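 also: signal is porphyrin accumulated inside mitochondria; 100% equals median channel fluorescence of DMSO control wells; lower ratio means ABCB6 inhibition with less porphyrin fluorescence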
ABHD5 PLIN5 PPI – blocks binding of human ABHD5 to perilipin-5 | Q00G26+Q8WTS1 | Split G. princeps luciferase complementation, luminescence, 4 h | inhibition, % at 4 µM | 0.78% of 360,000 active;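 active = inhibition above the mean inhibition across every tested compound plus 3 SD, cut at about 22% in these data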;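 also: 0% = DMSO only wells and the 100% control is not disclosed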
Exocytosis inh – lytic granule exocytosis inhibition; 0.66% of 360,000 active; TALL-104 LAMP-1 surface exposure, flow cytometry; cells stimulated with thapsigargin and PMA; inhibition, % at 10 µM;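 active = inhibition above about 55%, limit read from the data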
An asterisk follows results filed as active; x = not tested or not shown.

Compound	MC4R antagonist	ABCB6 inh 2	PDI turbidity	MC4R barr agon	CaV13 FRET inh	HTR2A ag	ABHD5 PLIN5 PPI	Exocytosis inh	N-glyco inh	H9c2 protect
CCOc1ccccc1/C=C/c1cc(C(=O)O)c2ccccc2n1	-0.4	99.0	5.2	-0.5	-15.3	-4.6	-7.1	0.0	1.0	-3.0
COc1ccccc1C(=O)COC(=O)c1cc(S(=O)(=O)N2CCCCC2)ccc1N1CCOCC1	-2.0	98.0	-3.5	1.9	-6.2	17.5*	-6.2	-3.7	0.0	0.1
Cc1cc(OCC(=O)Nc2ccc(S(=O)(=O)N3CCN(C)CC3)cc2)ccc1Br	-1.4	86.0	3.0	-2.0	-5.0	-2.6	-1.5	7.1	-3.0	-9.6
COc1ccc(C)cc1NC(=O)CN(C)S(=O)(=O)c1ccc2c(c1)CC(C)N2C(C)=O (centres undefined)	14.4	101.0	-0.8	-1.6	-12.7	3.4	-2.7	0.3	0.0	-6.6
O=C(CCn1c(=O)oc2ccccc21)N1CCN(c2ccccc2F)CC1	-2.0	96.0	5.9	-2.4	-3.7	-1.5	1.6	-3.7	2.4	0.2
Cc1ccsc1/C=C/c1n[nH]c(=O)c(C#N)c1C	-13.4	97.0	-11.0	0.9	-2.8	-1.8	0.3	-0.2	0.8	12.5
Cc1cccc(NC(=O)c2sc3nc(-c4ccccc4)cn3c2C)n1	4.1	99.0	2.1	0.3	-9.9	-0.1	-2.5	2.2	-2.3	34.3
COc1ccc([C@H]2CC(=O)C[C@@H](CCn3cc(CCc4ccccc4)nn3)O2)cc1	x	118.0	x	x	-7.9	2.8	-3.4	15.2	x	x
COC(=O)c1ccc(/C=N\N2CCN(Cc3ccc(C)cc3)CC2)cc1	-5.2	95.0	2.1	2.7	-7.2	4.4	10.8	-1.6	0.6	-7.6
Cc1cc(C)n(CC(=O)Nc2ccccc2)n1	4.8	347.0	0.9	0.6	-4.8	-1.5	2.4	-2.5	-2.5	1.8
O=C(Nc1ccc(S(=O)(=O)NCC2CCCO2)cc1)c1cccc(F)c1 (centres undefined)	4.2	85.0	19.9	-0.6	-4.0	-0.5	-5.6	-2.4	-0.4	-5.2
C[n+]1c(-c2ccccc2)cc2c(=Cc3ccc([N+](=O)[O-])cc3)c3ccccc3n21	-13.1	196.0	4.0	0.3	-10.9	-3.1	-22.5	-4.4	-1.7	-15.0
CCSc1nnc2c3cc(CC)ccc3n(C)c2n1	-6.4	96.0	3.3	-0.5	x	4.1	-0.2	-15.6	0.0	-9.3
C[C@@]12CC(=O)NC1N(C(=O)c1cccc(C(F)(F)F)c1)C(c1ccccc1O)C2 (some centres undefined)	6.6	128.0	0.6	-1.1	-4.1	0.6	2.3	-2.6	2.3	-6.8
CCCc1cc(C(=O)Nc2sc3c(c2C#N)CCC3)no1	1.3	95.0	x	-0.5	-6.5	-0.1	-1.4	17.0	1.2	-11.1
N#CCCSc1nc(N2CCOCC2)c2c(c1C#N)CCCC2	4.8	92.0	-4.9	-0.2	-4.4	0.5	4.1	-2.3	-2.3	3.4
Cn1cc([N+](=O)[O-])c(C(=O)N2CCCCCC2)n1	13.8	98.0	-0.9	-0.7	-3.3	-0.5	-0.4	0.0	2.4	3.9
COC(=O)c1c(C)nsc1NC(=O)Oc1ccccc1	3.4	91.0	7.3	-2.4	-4.5	-2.2	-5.0	-1.4	3.3	9.3
COc1cc(NC(=O)CN2CCN(C(=O)C3CCCO3)CC2)c(OC)cc1Cl (centres undefined)	2.5	98.0	0.4	-0.8	-4.7	10.5	-6.7	-0.7	0.1	-3.1
COc1ccccc1CNC(=O)[C@@H]1CCCN1C(=O)[C@@H]1Cc2ccccc2CN1C(=O)OC(C)(C)C	13.9	99.0	0.9	1.8	-2.3	-8.2	-6.0	18.4	0.8	1.5
c1ccc(Sc2cnc3ccccc3n2)cc1	10.8	97.0	-2.2	-0.1	x	0.8	4.4	-2.4	-1.0	-10.1
O=C(NN=C(Cc1ccccc1)Cc1ccccc1)c1ccccc1O	-5.7	93.0	0.4	-0.7	-0.1	0.3	-2.3	1.1	1.7	17.6
CC(=O)c1ccc(NC(=S)NC(=O)Cc2ccc(Cl)cc2)cc1	-1.4	96.0	-6.1	-2.2	-3.9	2.3	-0.1	-6.9	0.1	-4.9
Cc1cccc(SCc2noc(C(=O)NCC3CCCO3)c2C(=O)O)c1 (centres undefined)	0.2	99.0	-13.3	-1.7	-10.5	0.3	9.4	22.9	2.2	-0.2
O=C(O)c1ccccc1C(=O)O	9.0	100.0	x	-1.2	x	-1.0	9.1	6.0	2.9	8.9
CCOC(=O)/C=C1\SCC(=O)N1CC(=O)Nc1ccc(OC)c(OC)c1	2.7	91.0	-2.9	-1.5	x	2.2	7.6	0.8	1.1	1.3
CCc1ccc(C(=O)NC(C(=O)NCC2CCCO2)C(C)C)cc1 (centres undefined)	11.9	99.0	-1.9	0.3	-3.8	3.7	3.1	-0.1	2.2	2.9
Cc1noc(C)c1CN1C(=O)NC(Cc2ccccc2)(Cc2ccccc2)C1=O	17.4	106.0	2.7	0.0	-1.3	-4.1	2.1	-0.1	-3.3	-0.8
CCOCCCNC(=O)c1cn(CC)c2ccc(S(=O)(=O)N3CCOCC3)cc2c1=O	-0.7	100.0	10.6	-1.3	-6.1	9.2	1.4	-1.4	-1.7	6.7
CCC(C)(C)C1CCc2[nH]nc(C(=O)NC(C)C)c2C1 (centres undefined)	4.6	100.0	-8.8	0.0	-5.0	1.9	-1.8	0.2	-2.5	-4.3
OCC1(CC2CCCCO2)CCN(Cc2cccc(O)c2)CC1 (centres undefined)	2.4	100.0	5.5	-0.8	-4.2	0.1	8.4	0.2	-0.7	11.2
CC1CC(=O)N(CC(=O)Nc2cccc(Cl)c2)c2ccccc2S1(=O)=O (centres undefined)	7.0	109.0	7.0	-1.1	-2.3	-4.7	-3.7	-0.8	-1.0	2.6
CC(C)C12CN3CCN(CC(C3)/C1=N\NC(=O)Nc1ccccc1)C2	0.4	107.0	-19.5	-0.4	-8.2	-1.9	-5.6	-1.4	1.2	8.8
CC(C)CNC(=O)[C@H](Cc1ccccc1)NC(=O)c1cccs1	17.4	101.0	-8.0	-1.5	-3.0	-1.9	-10.3	4.2	-1.3	5.6
CN1/C(=C\C(=O)COC(=O)c2ccc(O)cc2)C(C)(C)c2ccccc21	-4.2	324.0	11.5	-0.5	-4.5	-3.4	-7.8	9.2	1.8	-7.4
Cc1ncccc1C(=O)N1CCCC(CNC(=O)C2(c3ccc(Cl)cc3)CC2)C1 (centres undefined)	-1.2	102.0	3.0	-2.4	-5.6	-1.1	2.3	1.9	1.2	12.5
CC(C)[C@H](NC(=O)OCc1ccccc1)C(=O)OCc1ccccc1	12.4	92.0	-0.3	0.3	-6.8	-2.6	-2.6	-27.5	-2.1	-0.1
O=C(O)C1C2C=CC(C2)C1C(=O)NCCCc1ccccc1 (centres undefined)	1.4	95.0	-6.2	-1.4	x	6.7	5.7	1.1	-7.7	5.6
CCOC(=O)N1CCN(c2ccnc3cc(Cl)ccc23)CC1	4.5	99.0	-3.3	3.8	-9.5	3.6	-4.4	5.0	-4.2	2.0
Cc1ccc(NC(=O)COc2ccccc2C#N)cc1S(=O)(=O)N1CCCCCC1	0.9	95.0	1.6	-4.0	-1.9	-3.4	7.4	5.3	-2.0	-2.0
CC(=O)C(=Cc1ccc(O)cc1)C(C)=O	-4.0	99.0	2.7	-1.6	-18.9	6.9	0.1	20.0	1.7	4.9
COC(=O)c1cc(C(=O)NCCCN2CCOCC2)cc([N+](=O)[O-])c1	8.0	99.0	1.0	-0.8	-3.0	2.9	9.3	0.0	-0.6	0.7
S=C(SSC(=S)N1CCOCC1)N1CCOCC1	x	93.0	x	x	-8.5	-4.2	6.6	14.9	13.3	-19.8
COc1ccc(OCCC(=O)OCC(=O)NC2CCCCCCC2)cc1	24.0	99.0	1.3	2.1	7.7	1.4	-1.5	1.5	0.9	-2.9
COc1ccc(CCNC(=O)COc2ccc(N(C)S(=O)(=O)c3ccc(Cl)cc3)cc2)cc1	23.3	92.0	-2.8	-2.2	0.9	-5.6	7.0	40.7	-5.4	-3.4
Cc1ccc(C(=O)Nc2cc3ccccc3oc2=O)cc1	-5.8	100.0	1.4	0.9	-6.0	3.2	6.6	-0.7	-21.7	-18.5
Cc1nc(CCNC(=O)CC2C(=O)NCCN2Cc2ccc(F)cc2)sc1C (centres undefined)	13.3	96.0	-2.2	-3.1	-4.2	-1.8	1.0	0.2	1.8	12.4
c1ccc(CNc2ccc3c(c2)ncn3C2CCCCC2)nc1	4.0	97.0	-1.8	-0.1	-8.7	1.5	-1.5	-0.3	-1.8	0.4
COc1cc(-c2nc(CN(C)Cc3nnc(C)o3)c(C)o2)ccc1F	2.2	99.0	8.3	-0.7	3.8	-1.0	-2.5	-2.4	2.9	-10.0
COc1ccc(NC(C)C(=O)Nc2cccc(S(=O)(=O)N3CCOCC3)c2)cc1OC (centres undefined)	-1.9	94.0	16.4	-0.8	-4.7	10.6	7.1	-0.8	1.3	-20.9
O=C1NC2(CCCCC2)C(=O)N1CCN1C(=O)c2ccccc2C1=O	3.8	98.0	1.4	-3.1	-2.3	-1.6	-3.9	-0.5	0.2	3.1
Cc1ccccc1S(=O)(=O)N1C[C@H]2CON(C)[C@H]2C[C@H]1c1cccc(N2CCOCC2)c1	9.8	101.0	-8.2	-1.8	-4.8	5.2	-3.8	-2.6	-0.8	6.4
COc1ccc(N(Cc2ccccc2)C(=O)c2ccccc2[N+](=O)[O-])cc1	17.9	99.0	-3.4	-0.3	-5.3	-7.4	1.4	-2.3	-3.8	5.0
COc1ccc2c(c1)CC1c3c(cc4c(c3-2)OCO4)CC[N+]1(C)[O-] (centres undefined)	-3.7	108.0	-2.9	-2.1	-5.3	-3.8	-0.1	10.2	15.0	4.8

Individual results from the entries so far:
Value of Cc1ccc(NC(=O)COc2ccccc2C#N)cc1S(=O)(=O)N1CCCCCC1 under MC4R barr agon: -4.0
Value of Cc1ncccc1C(=O)N1CCCC(CNC(=O)C2(c3ccc(Cl)cc3)CC2)C1 (centres undefined) under HTR2A ag: -1.1
Value of Cc1ccc(C(=O)Nc2cc3ccccc3oc2=O)cc1 under CaV13 FRET inh: -6.0
Value of OCC1(CC2CCCCO2)CCN(Cc2cccc(O)c2)CC1 (centres undefined) under N-glyco inh: -0.7

3 compounds from above, sorted by the number in MC4R barr agon, descending.
SMILES	MC4R antagonist	ABCB6 inh 2	PDI turbidity	MC4R barr agon	CaV13 FRET inh	HTR2A ag	ABHD5 PLIN5 PPI	Exocytosis inh	N-glyco inh
Cc1ccsc1/C=C/c1n[nH]c(=O)c(C#N)c1C	-13.4	97.0	-11.0	0.9	-2.8	-1.8	0.3	-0.2	0.8
Cc1ccccc1S(=O)(=O)N1C[C@H]2CON(C)[C@H]2C[C@H]1c1cccc(N2CCOCC2)c1	9.8	101.0	-8.2	-1.8	-4.8	5.2	-3.8	-2.6	-0.8
COC(=O)c1c(C)nsc1NC(=O)Oc1ccccc1	3.4	91.0	7.3	-2.4	-4.5	-2.2	-5.0	-1.4	3.3
